GRIN3A LBD mod: NR3A (human) ligand-binding domain modulation. NR3A LBD differential scanning fluorimetry, Tm shift; 0% = protein alone, 100% = glycine-bound protein. Tm shift relative to glycine control, % at 25 µM. actives 2.5% (n = 340,000). AID 1259313;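 active = melting temperature shift of at least 10% of the positive control shift, at one fixed dose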
CHOP UPR activ: activators of apoptotic arm of unfolded protein response (CHOP); activation, % at 10 µM; actives 0.34% (n = 330,000); CHO-CHOP luciferase reporter, UPR activation, luminescence; percent of tunicamycin response over DMSO baseline;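 active = at 10 µM dose, activation of 40% or more, normalized to positive control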;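 also: 100% = tunicamycin at 10 µg/mL and 0% = DMSO alone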
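Assay system: CHO cells with stable CHOP pathway luciferase reporter; Buffer or medium: F12 plus 10% serum; Times: 16-18 h cell attachment, then 6 h compound exposure, 37 °C; Signal: luciferase luminescence; Read-out basis: percent activation relative to tunicamycin control; Control set: tunicamycin high control, DMSO low control.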
tim23-1 inh: tim23-1 yeast growth inhibition; inhibition, % at 20 µM; S. cerevisiae tim23-1 growth, BacTiter-Glo luminescence, 24 h; actives 1.3% (n = 330,000);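 active = growth inhibition of the mutant yeast at or above 50%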;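 also: temperature-sensitive mutant grown at 25 °C; plate controls were DMSO-treated mutant yeast for no effect and medium wells lacking yeast for full effect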
XBP1 UPR activ: adaptive UPR (XBP1) activation | CHO-XBP1 luciferase reporter, IRE1-XBP1 UPR activation, luminescence; percent of tunicamycin response, DMSO as zero | activation, % at 20 µM | actives 0.33% (n = 330,000) | AID 463104;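 active = versus positive control, 20 µM dose yields 30% or more activation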;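 also: 100% = tunicamycin at 10 µg/mL and 0% = DMSO only wells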
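Signal: luciferase luminescence; Assay system: CHO-XBP1 luciferase reporter cells; Amount: one thousand reporter cells per well; Dosing: 20 µM single concentration, DMSO 1%; Benchmarks: high control tunicamycin 10 µg/mL final, low control DMSO vehicle only; Schedule: 6 h compound exposure at 37 °C, 5% CO2; Evaluation: percent activation relative to tunicamycin reference.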
Mdm2-MdmX inh: inhibitors of human Mdm2/MdmX interaction; AID 485346; inhibition, % at 8 µM; O15151+Q00987; actives 3% (n = 330,000); SaOS-2 split-luciferase Mdm2/MdmX complementation, luminescence;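 active = inhibition of at least 50% at 8 µM in the primary screen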
NLRP3 yeast inh: inhibitors of NALP3 inflammasome in yeast | inhibition, % at 10 µM | Yeast reconstituted NLRP3/ASC/caspase-1, beta-gal luminescence, 24 h | actives 0.39% (n = 330,000);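 active = inhibition of 50% or more; inactive = inhibition below 50%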;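 also: plate controls were induced DMSO wells for no effect and uninduced yeast grown without galactose for full effect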
tim10-1 inh: inhibits growth of tim10-1 mutant yeast | S. cerevisiae tim10-1 ts strain growth, BacTiter-Glo, 24 h | inhibition, % at 20 µM | actives 2.2% (n = 330,000) | AID 463190;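 active = inhibition of at least 40%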;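 also: mutant grown at 25 °C; 0% = DMSO wells with yeast and 100% = wells holding no yeast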
TIM10 inh: inhibits growth of TIM10 yeast strain; S. cerevisiae TIM10 strain growth, BacTiter-Glo luminescence, 24 h; inhibition, % at 10 µM; actives 1.4% (n = 330,000); AID 463195;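 active = inhibition of 40% or more at the single tested concentration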;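 also: wild-type TIM10 isogenic control strain grown at permissive 25 °C; 0% = DMSO yeast wells and 100% = minimal medium wells without yeast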
APJ agonist: APJ receptor agonism | actives 0.11% (n = 330,000) | AID 2520 | activation, % at 20 µM | CHO-K1 APJ PathHunter beta-arrestin, luminescence; 0% DMSO wells, 100% apelin;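 active = activation more than six SD over the plate average, tested at 20 µM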;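 also: 0% = DMSO alone and 100% = apelin-13 at 10 nM; some results filed as inactive read as strong as hits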
Target sequence (P35414 whole entry, looked up): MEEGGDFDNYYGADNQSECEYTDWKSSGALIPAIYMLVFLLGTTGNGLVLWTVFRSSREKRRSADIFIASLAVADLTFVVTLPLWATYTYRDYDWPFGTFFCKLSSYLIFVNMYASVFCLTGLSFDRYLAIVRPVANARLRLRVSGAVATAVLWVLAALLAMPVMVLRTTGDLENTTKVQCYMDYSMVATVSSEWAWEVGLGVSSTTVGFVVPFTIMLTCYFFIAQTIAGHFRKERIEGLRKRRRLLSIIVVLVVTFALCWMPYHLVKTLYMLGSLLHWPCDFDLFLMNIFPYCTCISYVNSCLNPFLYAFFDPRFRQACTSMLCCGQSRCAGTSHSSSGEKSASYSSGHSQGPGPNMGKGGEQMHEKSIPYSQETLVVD
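Assay system – PathHunter CHO-K1 APJ (AGTRL-1) beta-arrestin reporter cells · Compound – one dose, 20 µM compound, 1% DMSO · Timing – compound 90 min 25 °C, reagent 1 h · Measured by – luminescence from split beta-galactosidase complementation, Galacton Star/Emerald II substrate · Measure – beta-arrestin recruitment to APJ as agonist activity, luminescent signal · Benchmarks – DMSO vs Apelin-13 10 nM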
Starred values were filed as active, the others as inactive; · = not tested or not shown. This is a subset (hit frequency here may not be typical).

SMILES	GRIN3A LBD mod	CHOP UPR activ	tim23-1 inh	XBP1 UPR activ	Mdm2-MdmX inh	NLRP3 yeast inh	tim10-1 inh	TIM10 inh	APJ agonist
O=C1NC(=O)C(=Cc2cc([N+](=O)[O-])ccc2N2CCCCC2)C(=O)N1	-3	-0.1	-5	0	-9	20	10	7	-5
c1cc2c(cc1[C@H]1OCC3C1CO[C@@H]3c1ccc3c(c1)OCO3)OCO2 (some centres undefined)	0	0.4	36	-2	6	4	17	-8	-2
Cc1c(C(=O)O)cc(-c2ccccc2)n1Cc1ccccc1	-4	1.0	22	-2	7	-31	24	-16	1
COc1ccccc1OCC(=O)Nc1ccc(Cl)cc1C(=O)c1ccccc1	0	0.6	16	-1	-6	1	9	18	2
Cc1ccc(-c2cc(-c3ccc(C)cc3)[n+](-c3ccc(C(=O)O)cc3)c(-c3ccc(C)cc3)c2)cc1	1	-0.4	1	-1	9	13	5	-2	5
O=P1(N(CCCl)CCCl)NCCCO1 (centres undefined)	1	0.1	-12	-9	4	12	-15	4	-5
Clc1cc(Cl)c(-c2cc(Cl)c(Cl)cc2Cl)cc1Cl	2	-0.8	-22	0	-5	3	-19	-1	-3
C[C@]12C[C@H](O)[C@@H](O)CC1=CCC1C2CC[C@@]2(C)C1CC[C@@H]2O (some centres undefined)	0	-0.5	13	-2	14	55*	2	-6	-7
CCCCSP1(=S)NCCCO1 (centres undefined)	5	-1.0	15	0	-7	-7	9	-3	0
Cn1c(O)c(C=Nc2ccc3c(c2)CCC3)c(=O)n(C)c1=O	-2	2.8	3	2	1	22	23	9	-3
O=C(N/N=C\C1C(=O)NC(=S)N(c2ccccc2)C1=O)c1ccc(O)cc1 (centres undefined)	-16	-0.3	10	0	9	7	5	22	-6
O=c1[nH]c(=S)[nH]c(O)c1CN1CCCCC1	-6	0.0	11	0	9	8	0	-5	-1
C[C@]12CCC3C(CC[C@H]4C[C@@H](O)CC[C@]34C)C1[C@H]1CN=N[C@H]1[C@@H]2O (some centres undefined)	-1	-2.0	0	0	12	37	9	-5	-1
COCCO[C@H]1CC[C@@]2(C)C(=CCC3C2CC[C@@]2(C)C3CC[C@]2(C)O)C1 (some centres undefined)	3	-0.4	35	0	1	41	12	9	4
Clc1ccc(CCC(Cn2ccnc2)Sc2c(Cl)cccc2Cl)cc1 (centres undefined)	-7	0.5	-39	-10	42	20	-7	-63	13
COC(=O)C1=C(c2cccc(C#N)c2)C[C@@H]2CC[C@H]1N2C(=O)NCCOc1ccc(OC)cc1	-1	1.4	9	2	-8	2	1	0	-4
c1ccc(C[n+]2ccccc2)cc1	-1	0.3	9	0	14	9	-5	0	4
CC(C)C[C@H]1C(=O)N2CCCC2[C@]2(O)O[C@](NC(=O)[C@@H]3C=C4c5cccc6[nH]cc(c56)CC4N(C)C3)(C(C)C)C(=O)N12 (some centres undefined)	-1	0.5	7	-5	-14	12	21	3	15
Clc1ccc(OCC#CCN2CCCCCC2)cc1	1	2.8	-4	0	6	-8	-18	-5	-1
C=CCC1(Nc2ccccc2)CC(C)N(C)CC1C (centres undefined)	0	3.4	-3	-2	22	18	2	5	-1

4 records picked at random from those above, as already listed:
SMILES	GRIN3A LBD mod	CHOP UPR activ	tim23-1 inh	XBP1 UPR activ	Mdm2-MdmX inh	NLRP3 yeast inh	tim10-1 inh	TIM10 inh	APJ agonist
Cn1c(O)c(C=Nc2ccc3c(c2)CCC3)c(=O)n(C)c1=O	-2	2.8	3	2	1	22	23	9	-3
C[C@]12C[C@H](O)[C@@H](O)CC1=CCC1C2CC[C@@]2(C)C1CC[C@@H]2O (some centres undefined)	0	-0.5	13	-2	14	55*	2	-6	-7
COc1ccccc1OCC(=O)Nc1ccc(Cl)cc1C(=O)c1ccccc1	0	0.6	16	-1	-6	1	9	18	2
O=c1[nH]c(=S)[nH]c(O)c1CN1CCCCC1	-6	0.0	11	0	9	8	0	-5	-1

More entries follow:
SMILES	GRIN3A LBD mod	CHOP UPR activ	tim23-1 inh	XBP1 UPR activ	Mdm2-MdmX inh	NLRP3 yeast inh	tim10-1 inh	TIM10 inh	APJ agonist
O=C(Cc1ccccc1)Oc1ccccc1N1C(=O)CCC1=O	1	-0.6	3	-2	2	-8	16	-6	-3
Cc1ccc(S(=O)(=O)NC(CC(=O)N2CCC3(CC2)OCCO3)c2ccco2)cc1 (centres undefined)	-1	0.2	-8	-2	23	2	3	-6	-7
O=C(CCn1nc(-c2ccc(Cl)cc2)ccc1=O)N1CCC2(CC1)OCCO2	-1	-0.8	12	-2	11	-8	13	20	-2
CCN1CCN(c2cc(N3CCCC3)c([N+](=O)[O-])cc2F)CC1	3	1.5	-31	0	-4	24	-65	-26	-1
CCCCOP(=O)(CN1CCOCC1)OCCCC	-3	3.4	11	-4	10	-7	6	-9	-3
CN(C)C1(c2nnnn2CCOC(=O)Nc2ccc(Cl)cc2)CCCCC1	-5	0.5	45	3	13	0	41*	29	-1
Cc1nc2ccc(Cl)cc2c(=O)n1-c1ccc([N+](=O)[O-])cc1	3	0.9	21	-5	4	19	16	-7	-5
O=C(O)Cn1cc(C(=O)c2ccccc2F)c2ccccc21	0	2.3	9	-1	8	19	5	-1	-1
Cc1cc(OCC(=O)N2CCC(C(=O)O)CC2)c2c3c(c(=O)oc2c1)CCC3	0	-0.9	2	-1	2	15	4	7	-4
CC(C)n1cc(C(=O)N(CC(=O)NC2CCCC2)Cc2ccccc2)cn1	-1	0.1	12	-1	10	13	8	6	-2
Cc1cc(/C=C2/C(=O)NC(=O)N(Cc3ccco3)C2=O)c(C)n1-c1ccccc1O	0	-0.1	18	-1	11	-2	3	1	-1
CC1=Nc2ccccc2/C1=C/c1c(O)n(C)c(=O)[nH]c1=O	1	0.8	-7	-3	-5	17	-1	16	-4
COC(=O)CSC1=NN1c1cc(C)nc(N)n1	2	-0.2	-2	2	0	25	0	-3	-2
N#Cc1cc2c(nc1SCC(=O)Nc1ccc(Cl)cc1)C1CCN2CC1	0	0.5	6	1	-84	-1	-1	4	-2
CC(C)CN(CC(C)C)c1ccc(C=C2C(=O)NC(=S)NC2=O)cc1[N+](=O)[O-]	-4	-0.1	20	2	27	12	6	4	-5
O=C(COc1ccccc1)N1CCN(CCN2C(=O)c3cccc4cccc(c34)C2=O)CC1	-1	-0.9	25	-2	21	5	32	12	2
C[C@]12CC[C@@H](O)CC1=CCC1C2CC[C@@]2(C)C1CC[C@@H]2N (some centres undefined)	0	1.8	10	-2	40	43	1	3	-6
COc1cccc(C2CC3C(=O)C=CC2N3Cc2ccccc2)c1 (centres undefined)	1	1.6	55*	4	43	26	38	40	-2
CCNC(=O)NC(=O)C(C)OC(=O)c1c(C)nn(Cc2ccccc2)c1Cl (centres undefined)	0	6.7	22	-2	-9	4	34	3	2
COc1ccc(C2(c3cccc(O)c3OC)CCN(C(C)=O)CC2)cc1O	-3	-0.8	-2	-2	-4	0	-9	-2	4
CCCC1(CCC)C(=O)NC(=Nc2ccc(C)cc2)NC1=O	·	-1.1	13	-3	-53	15	22	21	-4
COCCNC(=O)Cn1cc(C=C2C(=O)NC(=O)NC2=O)c2ccccc21	0	-0.9	-4	-5	6	4	7	-14	1
COC(=O)C1=C(c2ccc(C(C)=O)cc2)C[C@@H]2CC[C@H]1N2C(=O)NC1Cc2ccccc2C1	-1	-0.7	18	0	15	2	5	-5	-2
CC1=C(C(=O)O)N2C(=O)C(NC(=O)CCCC(=O)O)C2SC1 (centres undefined)	2	-2.5	6	-2	13	7	12	-14	-3
OC(C#CCN1CCOCC1)(c1ccccc1)C1CCCC1 (centres undefined)	0	-2.3	8	-1	3	10	12	1	-3
COc1c(C)cc(C(=O)C2CCCN(C3CCOCC3)C2)cc1C (centres undefined)	-2	-0.3	1	-3	-24	18	-17	-58	-7
O=C(C1CC(=O)N(C2CCCCC2)C1)N1CCC2(CC1)OCCO2 (centres undefined)	-1	0.5	1	-3	16	13	2	9	-3
CNC(=O)OCCc1nccn1C	-5	2.3	10	-2	-5	0	8	7	6
COc1ccc(C(=O)C2CN(C)CC2c2ccc(Cl)cc2)cc1 (centres undefined)	0	-1.1	12	-2	16	25	1	-1	-3
C=CC[N+]1(C)CC[C@]23c4c5ccc(O)c4O[C@H]2C(=O)CC[C@@]3(O)[C@H]1C5 (some centres undefined)	1	-0.7	11	-9	10	0	6	-4	-5
CCN1CCN(c2cc(=O)n3ccccc3n2)CC1	0	0.8	7	0	15	13	-22	2	-4
CNC(=O)Oc1cccc(-c2cn3cc(Cl)ccc3n2)c1	-1	2.6	-27	-2	-222	10	-30	-13	1
COc1ccc(-c2[nH]ncc2CNC(C)Cc2cccc(C)n2)cc1F (centres undefined)	1	1.9	-2	-2	0	3	2	-15	-1
CCn1ccnc1CN1CCCC(C(=O)c2cccc(C(F)(F)F)c2)C1 (centres undefined)	-6	-2.0	1	0	15	-11	23	4	-4
CCC(CC)N1CCN(C(=O)Cc2ccccc2)CC1	-2	-1.9	-3	-1	5	22	-7	1	-4
CCCNS(=O)(=O)c1ccc(OCC(=O)N2CCN(Cc3ccc4c(c3)OCO4)CC2)c(C)c1	-3	-0.5	21	-3	-16	5	32	10	1
O=C(c1cc(F)ccc1F)C1CCCN(Cc2cc(Cl)ccc2O)C1 (centres undefined)	-2	0.2	13	-3	8	16	1	0	-4
CC1(C)CC(CCNCc2ccc3c(c2)OCO3)(Cc2ccccc2)CCO1 (centres undefined)	-1	1.4	-32	-3	27	6	1	-1	-4
CC(=O)Nc1ccccc1OC(=O)N(C)C	0	1.9	-1	-1	6	8	5	-1	-2
O=C1C(=O)c2cccc3cccc1c23	-1	4.5	15	19	33	-23	-13	11	-13
COc1ccc(CNCC(=O)N2CCC3(CC2)OCCO3)cc1	3	3.4	6	-5	19	7	10	12	-2
CCOC(=O)C(O)(c1ccc(NC(=O)c2ccco2)c(OC)c1)C(F)(F)F (centres undefined)	-1	0.5	21	0	2	21	16	3	-1
COc1ccc(-n2c(O)c(/C=C/C=Nc3ccccc3)c(=O)[nH]c2=O)cc1	-1	-0.5	8	-3	-8	6	-9	9	-2
O=C(c1cc(C(=O)NCc2ccccc2)c(=O)n(Cc2ccccc2)c1)c1cc(Br)ccc1O	9	2.3	26	2	29	13	21	5	1
Cc1ccc(CN2C(=O)CN=C(c3ccccc3)c3ccccc32)cc1	-3	0.0	19	-3	9	-2	-10	-138	0
CC(C)C(=O)N1CCN(CCN=Cc2c(O)n(C)c(=O)n(C)c2=O)CC1	2	-0.4	-11	-2	-14	44	6	4	-3
Cc1cc(C=C2C(=O)NC(=O)NC2=O)c(C)n1-c1cccnc1	0	1.8	-2	-2	4	4	5	10	2
Cc1nn(C2CCOC(C)(C)C2)c2c1C(c1ccc3c(c1)OCO3)SCC(=O)N2 (centres undefined)	-1	-5.0	23	-2	-5	1	7	-5	0

Compound activity deposited in PubChem by Sanford-Burnham Center for Chemical Genomics.
